From PubChem
TMEM16A act – mouse TMEM16A channel activation, primary screen; B-score at 10 µM; 0.3% of 340,000 active; HEK293 TMEM16A/YFP-H148Q/I152L, iodide quench fluorescence; hits give low values; Q8BHY3;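 active means fluorescence-ratio B-score plate-corrected deviation score at least 3 library SD below zero, with starting fluorescence score within 5 deviations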;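 further: channel opened by trigger with iodide after compound preincubation; score built on the fluorescence ratio of max minus min over baseline; more negative score means more quench and so TMEM16A activation or potentiation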
Target sequence (Q8BHY3 whole entry, looked up): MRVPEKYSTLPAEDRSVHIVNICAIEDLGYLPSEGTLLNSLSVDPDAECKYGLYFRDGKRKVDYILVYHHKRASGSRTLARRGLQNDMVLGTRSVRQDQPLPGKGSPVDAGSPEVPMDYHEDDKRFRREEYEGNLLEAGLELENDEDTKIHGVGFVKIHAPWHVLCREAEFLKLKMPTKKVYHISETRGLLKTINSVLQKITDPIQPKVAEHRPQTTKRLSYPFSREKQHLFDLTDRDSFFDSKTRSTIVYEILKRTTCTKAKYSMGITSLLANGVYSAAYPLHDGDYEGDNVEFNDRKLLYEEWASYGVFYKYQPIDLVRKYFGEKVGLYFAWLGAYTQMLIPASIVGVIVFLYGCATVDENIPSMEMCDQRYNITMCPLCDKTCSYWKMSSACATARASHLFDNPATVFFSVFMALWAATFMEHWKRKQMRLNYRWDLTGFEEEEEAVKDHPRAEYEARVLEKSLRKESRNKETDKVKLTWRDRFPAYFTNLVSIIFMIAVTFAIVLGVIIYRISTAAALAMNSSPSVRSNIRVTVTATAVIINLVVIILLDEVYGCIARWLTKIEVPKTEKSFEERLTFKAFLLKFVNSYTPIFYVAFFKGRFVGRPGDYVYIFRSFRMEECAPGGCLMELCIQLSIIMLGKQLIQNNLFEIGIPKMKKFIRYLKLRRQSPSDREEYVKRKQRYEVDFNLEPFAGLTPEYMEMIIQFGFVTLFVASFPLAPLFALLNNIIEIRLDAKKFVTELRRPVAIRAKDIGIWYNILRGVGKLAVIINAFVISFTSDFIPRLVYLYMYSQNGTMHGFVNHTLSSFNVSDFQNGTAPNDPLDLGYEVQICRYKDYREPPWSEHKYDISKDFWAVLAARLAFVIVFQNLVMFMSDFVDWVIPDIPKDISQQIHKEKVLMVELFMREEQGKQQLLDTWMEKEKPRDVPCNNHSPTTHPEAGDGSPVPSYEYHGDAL
MrgX1 antagonist – blocks BAM8-22 activation of human MrgX1 receptor; Q96LB2; MRGX1-HEK293 calcium flux, Fluo-4, BAM8-22 antagonism; hits give low values; B-score at 10 µM; 1.3% of 310,000 active; AID 588676;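 active means calcium-response B-score plate-corrected more than 3 library SD below zero, starting fluorescence within 5 deviations, no agonist response on first addition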;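 further: peak minus trough fluorescence over baseline after final BAM8-22 challenge near maximal dose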
HDAC3 inh – blocks human histone deacetylase 3; recombinant HDAC3, fluorogenic peptide/trypsin coupled, fluorescence; inhibition, % at 8.3 µM; 0.15% of 320,000 active; AID 2718; in the data active means inhibition above about 26%, passing the limit was not always enough; inconclusive means no clear call, values can overlap the other calls
MrgX1 ag – activates human MrgX1 receptor signaling. Q96LB2. MrgX1-HEK293 cells, Fluo-4 calcium fluorescence, agonist mode; hits give high values. B-score at 10 µM. 0.44% of 310,000 active. AID 588627;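 active means calcium response B-score plate-corrected fluorescence ratio at least 3 library SD, with starting fluorescence B-score inside 5 SD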
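System – MrgX1-expressing HEK293 cells · Incubation – cells plated overnight, dye loaded 0.5 h 37 °C, 0.5 h room temperature · Technique – kinetic Fluo-4 NW fluorescence of intracellular calcium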
ANO1 block – inhibitors of mouse TMEM16A calcium-activated chloride channel | 1.2% of 310,000 active | HEK293 TMEM16A/YFP iodide influx fluorescence, ionomycin | normalized B-score (activity score, 25-100; higher = stronger inhibition) at 10 µM | Q8BHY3 | AID 588511;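 active means ratio plate-corrected score three or more library SD toward inhibition, starting fluorescence score within five deviations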;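 further: score derived from kinetic fluorescence span divided by baseline fluorescence per well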
MrgX1 allo act – human MrgX1 positive allosteric modulation, primary screen; 0.63% of 310,000 active; MrgX1-HEK293, Fluo-4 calcium flux, FDSS; hits give high values; Q96LB2; B-score at 10 µM;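 active means plate-corrected calcium response at least 3 library SD above typical, normal starting fluorescence, not activating the receptor alone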;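 further: compound read alongside a low EC10 to EC30 dose of BAM8-22 agonist; peak minus trough fluorescence over baseline measured at the second addition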
RGS4 inh – inhibitors of human RGS4; 0.45% of 310,000 active; P49798; B-score at 10 µM; HEK293 M3R/RGS4 inducible, Fluo-4 calcium flux; hits give high values; triggered by carbachol at its EC20;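 active means B-score, a plate-corrected calcium signal, over three deviations above library mean, with baseline fluorescence within five deviations of library mean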;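 further: RGS4 expression induced by doxycycline in cells with stable M3 receptor; B-score is computed from the integrated fluorescence ratio over baseline after carbachol; higher B-score means a larger calcium signal and so more RGS4 inhibition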
TRPC6 inhibitor – mouse TRPC6 channel inhibition; Q61143; HEK293-TRPC6, membrane potential dye, ACh-evoked depolarization; hits give low values; B-score at 10 µM; 1.1% of 310,000 active;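 active means B-score under library mean minus 3 SD, initial fluorescence not abnormally high, positive integrated signal ratio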;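 further: B-score derived from integrated fluorescence ratio over the kinetic read; more negative B-score means stronger inhibition of depolarization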
RGS4 pot – potentiators or activators of RGS4. HEK293 M3R/inducible RGS4, carbachol calcium flux Fluo4; hits give low values. B-score at 10 µM. 0.92% of 310,000 active. AID 463111;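 active means B-score of the integrated calcium signal more than 4 SD below the library mean, with starting fluorescence not abnormally high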;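 further: negative B-score means reduced calcium response which marks RGS4 activation or potentiation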
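Assay system: HEK293 FlpIn-TREx cells, stable M3R, doxycycline-inducible RGS4 / Probe or stimulus: carbachol, ECmax concentration / Times: overnight RGS4 induction, 30 min dye load 37 °C, 20 min compound RT / Signal: kinetic calcium fluorescence imaging with Fluo4-AM dye, 2 µM / Measure: Agonist-evoked peak-minus-minimum fluorescence over baseline, integrated ratio, B score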
TRPC6 act – activators of mouse TRPC6 channel; Q61143; HEK293-TRPC6 membrane potential dye fluorescence; hits give high values; B-score at 10 µM; 0.13% of 310,000 active;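 active means B-score of the integrated fluorescence ratio above library mean plus 3 SD, and starting fluorescence ratio within library mean plus 5 SD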;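 further: higher score means more depolarization so channel activation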
SKKanGAS inh – inhibitors of SKKanGAS S. pyogenes growth in kanamycin (SK-promoter or general growth effect) | inhibition, % at 7.5 µM | 1.3% of 300,000 active | BacTiter-Glo, 6 h;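 active means mean replicate score, as percent of positive control median, at least 50; inconclusive means mean below 50 but one replicate at or above 50; inactive means mean and every replicate below 50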;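 further: strain carries kanamycin resistance gene driven by streptokinase promoter and grows in 40 µg/ml kanamycin; loss of luminescence reflects streptokinase promoter inhibition or plain growth inhibition; 0% = median of DMSO wells and 100% = positive control at its reference dose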
An asterisk follows results filed as active; i = inactive; ? = inconclusive; . = no result given.

Results follow in this order: TMEM16A act, MrgX1 antagonist, HDAC3 inh, MrgX1 ag, ANO1 block, MrgX1 allo act, RGS4 inh, TRPC6 inhibitor, RGS4 pot, TRPC6 act, SKKanGAS inh
- C=CCn1c(SCC(=O)c2cc(C)n(CC3CCCO3)c2C)nnc1-c1ccccc1 (centres undefined)
→ i, i, 1, i, i, i, i, i, i, 16*, -5
- COc1ccc(NC(=O)c2cc(S(=O)(=O)Nc3ccc(OC)cc3)cs2)cc1
→ i, i, 8, i, i, i, i, i, i, i, 10
- Cc1ccc(Cn2ncc(C)c2N)o1
→ i, i, 2, i, i, i, i, i, i, i, -4
- CC12CN3CC(=O)N4CC5(C)CN(CC(C)(C4)C5=O)C(=O)CN(C1)CC(C)(C3)C2=O
→ i, i, -2, i, i, i, i, i, i, i, -1
- COc1ccc2nc(SC(C(=O)c3ccccc3)c3ccccc3)nc(C)c2c1 (centres undefined)
→ i, i, -4, i, i, i, i, i, i, i, -3
- Cn1c(NC(=O)c2ccccc2)nc2ccccc21
→ i, i, 10, i, i, i, i, i, i, i, 51*
- Cc1cccc(C)c1OCc1cc(C(=O)NCC2COCCO2)no1 (centres undefined)
→ i, i, -6, i, i, i, i, i, i, i, -25
- C[N+](C)(C)CCOP(=O)(O)OP(=O)([O-])OC[C@H]1O[C@@H](n2ccc(N)nc2=O)[C@H](O)[C@@H]1O
→ i, i, 1, i, i, i, i, i, i, i, -5
- Nc1nc(CSCCO)nc(Nc2ccc(F)cc2)n1
→ i, i, 2, i, i, i, i, i, i, i, -3
- COc1cccc([C@@H]2CC=C(C(=O)O)[C@H](c3cccc(Cl)c3)N2S(=O)(=O)c2ccc(C)cc2)c1
→ i, i, 13, i, i, i, ., ., ., ., .
- O=P(CO)(Cc1ccccc1)Cc1ccccc1
→ i, i, 3, i, i, i, i, i, i, i, 7
- COC(=O)c1ccc(NC(=S)NN2CCCCC2c2cccnc2)cc1 (centres undefined)
→ i, i, ?, i, i, i, i, i, i, i, -4
- Cc1csc(N/N=C/c2c(F)cccc2Cl)n1
→ i, i, 3, i, i, 9.8*, i, i, i, i, 5
- CCOc1ccc2nc(NC(=S)N(C)C)sc2c1
→ i, i, 10, i, i, i, i, i, i, i, 18
- CC(C)CN(C1CCS(=O)(=O)C1)S(=O)(=O)c1ccc2ccccc2c1 (centres undefined)
→ i, i, 1, i, i, i, i, i, i, i, -7
- COC(=O)[C@]1(CC(C)C)N[C@H](c2ccc(-c3ccc(OC)cc3)cc2)[C@@H]2C(=O)N(C)C(=O)[C@@H]21
→ i, i, ?, i, i, i, i, i, i, i, -2
- COc1ccccc1CNC(=O)CCCn1c(=O)c2ccccc2n(CC(=O)NC2CCCC2)c1=O
→ i, i, 3, i, i, i, i, i, i, i, 0
- O=C(Nc1ccc2oc(-c3ccncc3)nc2c1)c1cccs1
→ i, i, -10, i, i, i, i, i, i, i, -7
- CCCCOC(=O)c1ccc(NC(=O)c2ocnc2C)cc1
→ i, i, 8, i, i, i, i, -6.7*, i, i, 0
- CCN(CC)C(=O)c1sc2nc(-c3cccs3)cc(-c3cccs3)c2c1N
→ i, -7.2*, ., i, i, i, i, i, i, i, 29
- O=S(=O)(Nc1ccc(F)cc1)N1CCCCCC1
→ i, i, -5, i, i, i, i, i, i, i, -4
- CCc1ccc(OCC2c3cc(OC)c(OC)cc3CCN2C(C)=O)cc1 (centres undefined)
→ i, i, -3, i, i, i, i, i, i, i, -3
- CCOC(=O)N1CCN(C(=O)c2ccc3c(c2)NC(=O)/C(=C\c2ccc(OC)c(OC)c2)S3)CC1
→ i, i, 5, i, i, i, i, i, i, i, 101*
- Cc1c(CC(=O)O)c(=O)oc2c(C)c3occ(-c4ccccc4)c3cc12
→ ., i, 3, i, i, i, i, i, i, i, 4
- COc1ccccc1C(=O)NNC(=O)C12CC3CC(CC(C3)C1)C2
→ i, i, 1, i, i, i, i, i, i, i, -5
- CC1CCN(c2ccc(NC(=O)c3ccccc3[N+](=O)[O-])cc2)CC1
→ i, i, 1, i, i, i, i, i, i, i, 4
- COC(=O)c1ccc(C)c(NC(=O)CCNC(=O)c2ccc([N+](=O)[O-])cc2)c1
→ i, i, ., i, i, i, i, i, i, i, -17
- COC(=O)c1cccc(NC(=O)CN(c2ccc3c(c2)OCO3)S(C)(=O)=O)c1C
→ i, i, -1, i, i, i, i, i, i, i, 0
- Clc1ccc(CN2CCC(Cc3ccccc3)CC2)cc1
→ i, i, -5, i, i, i, i, i, i, i, -13
- Clc1ccc(SCCN2CCNCC2)cc1
→ i, i, -1, i, i, i, i, i, i, i, -8

Reprinted from the part before: two entries, then new ones.
Results follow in this order: TMEM16A act, MrgX1 antagonist, HDAC3 inh, MrgX1 ag, ANO1 block, MrgX1 allo act, RGS4 inh, TRPC6 inhibitor, RGS4 pot, TRPC6 act, SKKanGAS inh
- Clc1ccc(CN2CCC(Cc3ccccc3)CC2)cc1
→ i, i, -5, i, i, i, i, i, i, i, -13
- Clc1ccc(SCCN2CCNCC2)cc1
→ i, i, -1, i, i, i, i, i, i, i, -8
- CCO[C@H]1OC(C(=O)NC2CC2)=C[C@@H](c2csc3ccccc23)[C@@H]1CCCO
→ i, i, 6, i, i, i, i, i, i, i, 3
- Cc1cc(NC(=O)CSc2nc(=O)n3cccc(C)c3n2)no1
→ i, i, 3, i, i, i, i, i, i, i, -3
- OC(CC#CCN1CCCC1)(c1ccccc1)c1ccccc1
→ i, i, 16, i, i, i, i, -5.3*, i, i, 44
- CC(=O)Nc1nc(-c2cc([N+](=O)[O-])cs2)cs1
→ i, i, -2, i, i, i, i, i, i, i, 4
- CCCOc1ccc(Cc2nn3c(=O)/c(=C/c4ccco4)sc3nc2=O)cc1
→ i, i, 2, i, i, i, i, i, i, i, -2
- O=C(Nc1ccc(NC(=O)c2cccs2)cc1)c1ccc2c(c1)OCO2
→ i, i, -9, i, i, i, i, i, i, i, 1
- Cc1ccc([C@@H]2CC=C(C(=O)O)[C@H](c3cccc(Cl)c3)N2S(=O)(=O)c2ccc(C)cc2)cc1
→ i, i, 2, i, i, i, ., ., ., ., .
- C=CCn1c(C)nnc1SCC(=O)Nc1nc(C)c(C(=O)N(C)C)s1
→ i, i, 6, i, i, i, i, i, i, i, -2
- N#Cc1cc2cc3c(cc2nc1SCC(=O)N1CCOCC1)OCO3
→ i, i, -3, i, i, i, i, i, i, i, -4
- Cc1ccc(Nc2cc(-n3nc(C)cc3C)ncn2)cc1
→ i, i, 4, i, i, i, i, i, i, i, -7
- Cc1c(Cl)cccc1NC(=S)N(Cc1ccccc1)Cc1cccnc1
→ i, i, 4, i, i, i, i, i, i, i, -6
- O=C(NC(=S)N1CCN(c2ccccc2)CC1)c1ccc(S(=O)(=O)N2CCOCC2)cc1
→ i, i, 1, i, i, i, i, i, i, i, 7
- COc1cccc(NC(=O)c2ccc(CN3CCc4ccccc4C3)cc2)c1
→ i, i, 4, i, i, i, i, i, i, i, -1
- COc1ccc(OCCn2ccnc2)cc1
→ i, i, -6, i, i, i, i, i, i, i, -2
- CCCN1Cc2cccc(C(=O)Nc3ccc4c(c3)OCO4)c2C1=O
→ i, i, -2, i, i, i, i, i, i, i, 8
- COc1cc(-c2nc(CN3CCN(C(=O)c4ccco4)CC3)c(C)o2)ccc1F
→ i, i, -10, i, i, i, i, -6.3*, i, 12*, 0
- COc1ccc(NC(=O)/C(C#N)=C/c2ccc(OCCN3CCOCC3)c(OC)c2)c(OC)c1
→ i, i, 13, i, i, i, i, i, i, i, 15
- CC(C(=O)Nc1ccc2c(c1)OCCO2)c1ccc([N+](=O)[O-])cc1 (centres undefined)
→ i, i, 7, i, i, i, i, i, i, i, -20
- COC(=O)CSc1nc2c(c(C3CC=CCC3)c1C#N)CCC2 (centres undefined)
→ i, i, -1, i, i, i, i, i, i, i, 3
- CC1CC(C)CN(C(=O)Cn2c(=O)n(CCCCC(=O)NC3CCCC3)c(=O)c3ccccc32)C1 (centres undefined)
→ i, i, -2, i, i, i, i, i, i, i, 6
- COC(=O)c1ccc(COc2cc(O)c3c(c2)OC(C)(C)CC3=O)cc1
→ i, i, -2, i, i, i, i, i, i, i, 8
- Cc1ccc(N(CC(=O)Nc2c(C)n(C)n(-c3ccccc3)c2=O)S(C)(=O)=O)cc1C
→ i, i, 0, i, i, i, i, i, i, i, -4
- O=C(NC1=NCCS1)C1Cc2ccccc2CN1C(=O)c1ccccc1 (centres undefined)
→ i, i, 3, i, i, i, i, i, i, i, 6
- Cc1cc(Br)cc2c(C(=O)NCC3CCCO3)cc(-c3ccccc3)nc12 (centres undefined)
→ i, i, -3, i, i, i, i, i, i, i, 3
- Oc1ccc(/C=N/Nc2ccc(C(F)(F)F)cn2)cc1
→ i, i, 3, i, i, i, i, i, i, i, 10
- COc1ccccc1/C=C(/C(=O)NCCCn1ccnc1)c1ccccc1
→ i, i, -5, i, i, i, i, i, i, i, 4
- COC(=O)c1ccccc1NC(=O)Oc1ccc(C(C)C)cc1
→ i, i, -6, i, i, i, i, i, i, i, -2
- Cc1ccccc1NC(=O)c1nc2nccc(C)n2n1
→ i, i, 5, i, i, i, i, i, i, i, -1
- CC(C)c1ccc2oc(-c3ccc(NC(=O)c4ncn[nH]4)cc3)nc2c1
→ i, i, -7, i, i, i, i, i, i, i, 4
- CCOC(=O)N1CCN(C(=O)COC(=O)C2CCN(S(=O)(=O)c3ccc(C)c(C)c3)CC2)CC1
→ i, i, -1, i, i, i, i, i, i, i, 6
- CCCCN(C(=O)c1ccc2c(c1)S(=O)(=O)N=C1CCCCCN12)c1c(N)n(CCCC)c(=O)[nH]c1=O
→ i, i, 6, i, i, i, i, i, i, i, 2
- CCCCn1c(CN2CCN(C(=O)c3ccco3)CC2)nc2c1c(=O)n(C)c(=O)n2C
→ i, i, -12, i, i, i, i, i, i, i, -7
- Cc1cccnc1NC(=O)COc1ccc2c(c1)CCC2
→ i, i, -2, i, i, i, i, i, i, i, -2
- Cc1cc(C)n(-c2nnc(Cl)c3ccccc23)n1
→ i, i, 4, i, i, i, i, i, i, i, 0
- CCOC(=O)Cc1csc(NC(=O)COc2ccccc2OCC)n1
→ i, i, 3, i, i, i, i, i, i, i, 2
